# Compound activity as filed in PubChem.
# HT1080NT lethal: kills 2HG-producing HT-1080-NT fibrosarcoma cells | Potency, µM (highest dose often 46.1 µM), without a hit: at the highest dose activity, negative = less viability, hits mostly cytotoxic | HT-1080-NT fibrosarcoma viability, CellTiter-Glo ATP luminescence, 48 h | hit rate 1.6% among 360,000;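 also: NT is the 2HG producing partner of a matched IDH1 knockdown line; potency is read from the fitted curve at half-maximal effect; 0% = DMSO-treated cells and -100% = media-only wells without cells; nearly all actives have a fitted effect of over 55% in size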
#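 Compounds were tested in concentration-response format on HT-1080-NT cells for 48 hours at 37 degrees C. Cell viability came from CellTiter-Glo luminescence; curves were classified by r2, response magnitude and activity.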
# KB-V1 cytotox: KB-V1 MDR subline cytotoxicity; KB-V1 MDR cells viability, CellTiter-Glo, 72 h; Potency, µM (doses to about 46.1 µM), inactives show top-dose activity change, negative = cytotoxicity, actives largely listed as cytotoxic; hit rate 3.4% among 400,000; AID 1347076; also: potency is read from the fitted curve at half-maximal effect; % is scaled to controls: 0 for no effect and ±100 for the full control effect; nearly all actives have a fitted effect of over 60% in size
#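 KB-V1 cells (P-gp-expressing MDR subline of KB-3-1) in phenol-red-free DMEM with 10% FBS were exposed to library compounds over a concentration series for 72 h at 37 degrees C. Viability read by CellTiter-Glo luminescence; concentration-effect curves fitted after normalization.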
# SW480 rerep: inducers of DNA re-replication in SW480 colon cancer cells | SW480 DNA re-replication, Hoechst DNA content imaging, 48 h | Potency, µM (highest dose often 46.1 µM), for inactives: at the top dose re-replication activation, usual class: activators | hit rate 1.8% among 340,000; also: potency is read from the fitted curve at half-maximal effect; % of control where 0% means no effect; nearly all actives have a fitted effect of over 55% in size
#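 Image-based read-out: total Hoechst fluorescence of nuclei (405 nm excitation, 500-530 nm emission), with hits raising the fraction of high-intensity nuclei. SW480 colon cells incubated 48 hr with compounds at 37 C.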
# HT1080 IDH1KD tx: HT-1080 IDH1 knockdown cell toxicity (counter line). HT-1080 IDH1 knockdown viability, ATP luminescence, 48 h. Potency, µM (top dose mostly 46.1 µM), for the others: top-dose activity, negative = toxicity, hits mostly cytotoxic. hit rate 2% among 360,000. AID 686971;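 also: potency is read from the fitted curve at half-maximal effect; 0% = DMSO wells and -100% = cell-free medium wells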
#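 Viability of IDH1-knockdown HT-1080 fibrosarcoma cells was assessed by CellTiter-Glo after 48 h at 37 °C with titrated compound; concentration-effect curves were classified by fit quality and response size.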
# GLP1R cytotox: cytotoxic in the GLP-1 receptor inverse agonist counter-screen. HEK293 cAMP-luciferase reporter cells, luminescence, 24 h. Potency, µM (highest dose often 38.3 µM), inactives show at the top dose activity change, negative = inhibition, most hits filed as inhibitors. hit rate 0.13% among 410,000;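 also: loss of luciferase light is scored as toxicity; potency is read from the fitted curve at half-maximal effect; % is scaled to controls: 0 for no effect and ±100 for the full control effect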
#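 Here, cytotoxicity is scored as loss of luminescence. The MLSMR collection was tested on cells seeded in medium containing 10% Nu serum, with a 24 hr compound exposure preceded by 12 hours of culture.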
# MCF10A rerep: inducers of DNA re-replication in MCF 10A breast cells. AID 624296. hit rate 2.9% among 350,000. MCF 10A DNA re-replication, Hoechst nuclear intensity, 48 h. Potency, µM (top dose mostly 46.1 µM), inactives show at the top dose activity, positive = re-replication, hits mostly activators; also: potency is read from the fitted curve at half-maximal effect; % of control where 0% means no effect; nearly all actives have a fitted effect of over 50% in size
# IL1B secr inh: blocks inflammasome-driven IL-1 beta release; THP-1 LPS/ATP IL-1B secretion, AlphaLISA, 16 h; active compounds read low; hit rate 4.7% among 360,000; activity change, % at 57.5 µM; in the data active = activity change below about -50%; inconclusive = mostly about -30% to -49%; also: % is scaled to controls: 0 for no effect and ±100 for the full control effect
#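 THP-1 cells pretreated 1 hr with compounds (up to 57.5 uM final), then stimulated with LPS (250 ng/mL final) plus ATP (1.25 mM final); secreted IL-1B measured by AlphaLISA after 16 hr, decreased signal indicating inhibition.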
# KB-3-1 cytotox: KB-3-1 parental cell cytotoxicity; KB-3-1 viability, CellTiter-Glo ATP luminescence, 72 h; Potency, µM (series often up to 46.1 µM), without a hit: at the highest dose activity change, negative = cytotoxic, actives largely listed as cytotoxic; hit rate 1.4% among 400,000; also: potency is read from the fitted curve at half-maximal effect; % is scaled to controls: 0 for no effect and ±100 for the full control effect; nearly all actives have a fitted effect of over 60% in size
#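 Here the drug-naive KB-3-1 line serves as comparator for MDR sub-line selectivity; cells received compound titrations, 72 h at 37 °C, then CellTiter-Glo readout.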
# DRD3 agonist: agonists of human D3 dopamine receptor; P35462; D3R DiscoveRx beta-arrestin cells, luminescence, 90 min; max activation, %; hit rate 0.58% among 410,000; AID 652048; in the data active = max activation above about 30%; also: 0% is about no effect; mostly tested at two doses, the higher about 12 µM
# Target sequence (P35462 whole entry, looked up): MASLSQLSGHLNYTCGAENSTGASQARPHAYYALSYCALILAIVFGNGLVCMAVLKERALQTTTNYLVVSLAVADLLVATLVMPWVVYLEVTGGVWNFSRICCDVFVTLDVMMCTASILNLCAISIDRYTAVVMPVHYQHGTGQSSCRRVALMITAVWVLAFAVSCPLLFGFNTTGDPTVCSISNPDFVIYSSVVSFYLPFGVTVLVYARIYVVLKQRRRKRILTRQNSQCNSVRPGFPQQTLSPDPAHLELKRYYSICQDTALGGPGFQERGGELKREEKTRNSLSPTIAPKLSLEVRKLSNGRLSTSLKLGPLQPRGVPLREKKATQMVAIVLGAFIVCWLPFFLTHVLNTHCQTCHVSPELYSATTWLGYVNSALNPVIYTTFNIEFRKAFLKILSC
#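 Agonist-mode cell screen: cells plated at 1500/well and incubated overnight at 37 °C, then exposed to library compounds for 90 min at 37 °C. Detection reagent was added for 30–60 min at room temperature, and luminescence was read.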
# * = called active by the depositor; u = inconclusive; x = no result given; [ ] = dose if it differs, or a comment. Unless noted, calls follow the shape of the dose curve; as a rule, active = well fitted curve in the direction sought with a large enough effect; inconclusive = small, poorly fitted or top-dose-only effect, or another doubt; inactive = no such curve, though single readings can be large; an effect the other way counts as inactive or inconclusive.
SMILES | KB-3-1 cytotox | MCF10A rerep | DRD3 agonist | GLP1R cytotox | HT1080 IDH1KD tx | IL1B secr inh | HT1080NT lethal | SW480 rerep | KB-V1 cytotox
CCc1ccccc1NC(=O)CCCN1C(=O)C2CC=CCC2C1=O (stereo unspecified) | 12.5% | 0.7% | -4.2 | -2.4% | 18.4% | 0.0 | -0.5% | -1.7% | 0.0%
CCO[C@H]1OC(C(=O)N2CCN(Cc3ccc4c(c3)OCO4)CC2)=C[C@@H](c2ccc3c(c2)OCO3)[C@@H]1CCCO | -6.5% | 1.7% | -6.3 | -16.5% | -18.3% | -12.0 | -2.8% | -4.0% | -0.9%
CCN(c1cccc(C)c1)S(=O)(=O)c1ccc2[nH]cc(C(=O)NCCCOC)c(=O)c2c1 | -4.5% | x | 2.2 | -15.0% | x | x | x | x | u
C[C@@H]1CN([C@H](C)CO)S(=O)(=O)c2ccc(C#Cc3cccc(F)c3)cc2O[C@@H]1CN(C)C(=O)CN1CCOCC1 | 22.3% | x | -9.4 | -2.4% | -14.0% | u | -7.9% | x | 0.0%
CCN(CC)Cc1oc(CO)cc(=O)c1O | 0.0% | -1.9% | 15.1 | 4.3% | 11.6% | -6.7 | 24.8% | u | 20.8%
CN1C(C(=O)Nc2ncccn2)=C(O)c2ccccc2S1(=O)=O | -7.7% | -1.1% | 1.8 | 5.6% | 7.4% | 47.9 | 11.0% | -10.5% | 3.6%
O=S(=O)(Nc1cccc(-c2cn3cccnc3n2)c1)c1ccc(F)cc1 | 0.0% | -0.2% | -9.3 | -9.4% | -1.7% | -29.0 | -1.3% | -1.9% | 20.6µM*
Cc1ccc(OCC(=O)Oc2c(C)cccc2C)cc1C | 0.0% | u | 3.8 | -6.1% | 3.3% | 0.0 | -5.0% | -21.5% | u
CCC1=NN(C(=O)Cc2ccc([N+](=O)[O-])cc2)C(O)(c2ccc(Br)cc2)C1 (stereo unspecified) | 1.5% | -75.6%[inhibitor] | -3.4 | -14.6% | -14.9% | 0.0 | -12.6% | -0.9% | 13µM*
COc1cccc(C(=O)Nc2nnc(S(=O)(=O)N(C)Cc3ccccc3)s2)c1 | 0.0% | 3.4% | -5.1 | -10.3% | -13.8% | 4.1 | -14.9% | 11.6µM* | 18.9%
O=C(c1ccncc1)c1nccn1-c1ccccn1 | 8.8% | 22.9% | -6.8 | 13.9% | 9.9% | 23.5 | 2.6% | 9.9% | 9.2%
CCN1c2ccccc2-c2nc3ccccc3n2C1c1cccnc1 (stereo unspecified) | -7.5% | 1.2% | -7.7 | -19.8% | -11.7% | -0.8 | 13.0% | -6.5% | -21.5%
CCOC(=O)c1oc2ccccc2c1NC(=O)c1ccc(Cl)s1 | -2.2% | -5.8% | -13.3 | 18.8% | 8.4% | -12.6 | 2.5% | u | -2.7%
COc1cc2c(cc1NC(=O)COC(=O)C1CC(=O)N(Cc3ccco3)C1)oc1ccccc12 (stereo unspecified) | -2.9% | 13.5% | -0.3 | -1.9% | -3.1% | -56.3* | -0.6% | 2.3% | -8.7%
COc1cccc(CN2CC(C(=O)N(C)Cc3ccnc4ccccc34)CCC2=O)c1 (stereo unspecified) | -26.4% | -2.5% | -6.7 | -5.6% | -2.2% | 7.1 | -4.6% | -1.1% | 3.9%
Cc1ccc(Cl)cc1N1CCN(S(=O)(=O)c2cn(C)cn2)CC1 | 7.8% | 0.0% | 4.6 | 2.6% | -1.1% | -6.6 | 0.0% | u | 5.9%
Cc1ccc(CNC(=O)CCSCc2cccc(F)c2)cc1 | 11.3% | -1.6% | 1.7 | -10.9% | 7.8% | 9.3 | 9.4% | -12.5% | 23.9%
O=C(OCC(=O)N1CCN(C(=O)c2ccco2)CC1)c1ccc(Cl)c(Cl)c1 | -7.8% | -6.2% | -4.9 | 49.1%[activator] | -1.5% | -2.3 | -3.6% | -8.4% | -19.3%
COc1ccc(-c2cc(-c3ccccc3)c(C#N)c(S(C)(=O)=O)n2)cc1 | u | u | 0.9 | -6.0% | 6.1% | -96.1* | 5.1% | u | -11.2%
CCOc1ccc(-c2nnc(SCC(=O)NCc3ccccc3)o2)cc1 | -10.7% | x | 4.6 | -2.5% | x | x | x | x | -11.6%
CCCCNc1nc(N)ncc1[N+](=O)[O-] | 0.2% | -4.5% | 0.0 | 0.8% | -4.4% | u | -7.1% | -7.3% | -5.0%
COc1cccc(COC(=O)C2CCN(S(=O)(=O)c3ccc(C)cc3)CC2)c1OC | 0.0% | -0.2% | 5.7 | 3.4% | 15.9% | 11.7 | 16.0% | -1.0% | -4.6%
CC(OC(=O)Cn1cnc2c1c(=O)n(C)c(=O)n2C)C(=O)N(C)c1ccccc1 (stereo unspecified) | -1.9% | -22.8% | 2.4 | 0.1% | -1.2% | 47.3 | -5.9% | u | 8.9%
COC(=O)C1CC(c2c(OC)cc(OC)cc2OC)=NO1 (stereo unspecified) | 6.5% | -5.2% | -0.6 | 2.6% | 11.5% | -4.6 | 8.6% | -0.8% | 0.9%
COc1cc(NC(=O)CSc2nncn2C)c(C)cc1[N+](=O)[O-] | u | -0.2% | 1.5 | u | 18.0% | -14.6 | 0.6% | u | -9.2%
O=C(O)CSc1ccc(NC(=O)Nc2ccccc2F)cc1 | 1.6% | -5.0% | -2.0 | 0.6% | u | -7.6 | -29.7% | -1.5% | 0.0%
CCOc1ccc(-n2c(C)cc(C(=O)NS(=O)(=O)c3ccc(C)cc3)c2C)cc1 | -4.2% | -6.0% | -1.3 | -8.9% | 0.2% | 53.8 | 10.5% | -14.9% | -0.2%
CCOc1ccc(CCNC(=O)c2cccc(S(=O)(=O)N3CCCC3)c2)cc1OCC | -4.8% | 12.1% | 2.2 | 4.1% | -11.7% | 15.8 | -9.4% | -6.4% | u
COc1ccc(OC)c(-c2cc(C(=O)Nc3cccc(Cl)c3C)no2)c1 | 5.2% | x | 4.6 | 0.4% | x | x | x | x | -16.0%
O=S(=O)(Nc1ccc(N2CCCCC2)cc1)c1ccc(F)cc1F | -9.1% | -1.3% | 3.0 | -4.7% | -9.6% | -0.8 | -12.0% | -10.9% | -3.1%
N#Cc1c(/N=C/c2ccccc2)oc(-c2ccccc2)c1-c1ccccc1 | 0.8% | -6.0% | 15.5 | -10.9% | -7.0% | -16.1 | 0.0% | -8.0% | 1.7%
COc1cc(C2Nc3ccccc3C(=O)N2c2ccccc2)c(Br)cc1OCC(=O)O (stereo unspecified) | 0.3% | -6.2% | 3.2 | 43.8%[activator] | -1.0% | 0.0 | 1.0% | 23.1µM* | -9.9%
CCCCc1c(O)cc(C)[nH]c1=O | -0.9% | 5.2% | -3.9 | -17.4% | 0.6% | 8.0 | 4.0% | -7.4% | 3.5%
C[C@@H]1C(=O)N(c2ccccc2)[C@@H]1c1ccncc1 | 0.0% | 6.3% | -23.6 | 2.1% | 2.6% | 4.6 | -3.6% | -7.6% | -0.2%
COC(=O)CNC(c1ccccc1)c1cc(Br)ccc1NS(=O)(=O)c1ccc(C)cc1 (stereo unspecified) | 0.0% | 8.8% | 20.6 | -2.1% | -21.1% | 7.5 | -20.7% | 4.1% | 5.8µM*
CCOC(=O)N1CCN(C(=O)CNC(=O)Cc2ccc(Cl)cc2)CC1 | -0.1% | 1.4% | 4.3 | -4.8% | 5.7% | -0.5 | -0.9% | -18.8% | -1.2%
COc1ccc(/C=N/NC(=O)c2cccc(C(=O)N/N=C/c3ccc(OC)c(OC)c3)n2)cc1OC | 0.5% | 7.5% | 1.3 | 7.0% | -4.5% | -5.8 | -8.6% | 6.8% | 0.6%
Cc1ccc(OCCOC(=O)CN2C(=O)NC3(CCCC3)C2=O)cc1 | -1.1% | 7.1% | 2.7 | -1.3% | -2.0% | -9.6 | -9.6% | 0.1% | -5.8%
C[C@H](CO)N1C[C@H](C)[C@@H](CN(C)Cc2ccncc2)Oc2c(NC(=O)C3CCCCC3)cccc2C1=O | -6.5% | u | -12.2 | 1.0% | -0.5% | -2.7 | -2.7% | -7.3% | -12.6%
COc1ccc(/C=N/NC(=O)c2ccc(CSc3nc(C)cc(C)n3)cc2)cc1O | 2.7% | -1.1% | -3.5 | 13.9% | -22.5% | 0.0 | -8.4% | -3.0% | u
CCCc1cc(C(=O)Nc2cccnc2)no1 | -11.3% | 0.1% | -13.8 | -3.1% | 7.9% | -3.1 | 28.3% | 0.1% | u
CCc1[nH]c(=O)c(C#N)c2c1CCCC2 | u | 22.6% | -2.4 | -5.9% | 0.0% | -4.5 | -1.4% | -1.2% | -8.8%
Cc1ccc(OCCCCCN2CCOCC2)cc1 | -0.5% | u | -12.7 | 7.1% | 12.7% | -0.6 | 14.3% | -1.4% | -19.1%
Cc1ccc(CNC(=S)NC2CCC(C(C)(C)C)CC2)cc1 (stereo unspecified) | -2.5% | u | 2.3 | -13.5% | -12.0% | 24.9 | 7.3% | -4.8% | -16.4%
COc1ccc(/C(C)=N/NC(=O)CNC(=O)c2cccnc2)c(OC)c1 | 0.9% | -0.2% | -0.3 | 4.7% | 1.7% | -0.8 | -1.1% | -4.1% | 42.6%
COCCN(C(=S)Nc1ccccc1C)C(C)c1ccco1 (stereo unspecified) | -0.9% | -2.1% | 1.1 | -16.6% | 5.3% | -5.2 | 7.8% | 0.7% | -2.1%
O=C(CCc1ccccc1)NNC(=O)CCc1ccccc1 | -0.5% | -11.3% | 3.3 | 1.9% | 5.8% | 2.6 | 3.6% | 0.0% | 23.2%
Cc1cc(C)cc(NC(=O)CSc2oc(-c3cccs3)nc2S(=O)(=O)c2ccccc2)c1 | -1.1% | x | 13.0 | -19.7% | x | x | x | x | 1.4%
Oc1ccccc1/C=N/Nc1nn[nH]n1 | 14.7% | 1.7% | -11.3 | 5.5% | -11.5% | -25.9 | 26.5% | -17.2% | 4.9%
